# Assay outcomes deposited in PubChem by Fisher Drug Discovery Resource Center.
# hcGAS lum – blocks human cGAS activity; AID 1259398; 290,000 compounds, 0.081% hits; recombinant h-cGAS, ATP depletion, Kinase-Glo luminescence; inhibition, % at 12.5 µM; Q8N884;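 also: 0% = vehicle reaction and 100% = reaction without DNA for no activity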
# Target sequence (Q8N884 whole entry, looked up): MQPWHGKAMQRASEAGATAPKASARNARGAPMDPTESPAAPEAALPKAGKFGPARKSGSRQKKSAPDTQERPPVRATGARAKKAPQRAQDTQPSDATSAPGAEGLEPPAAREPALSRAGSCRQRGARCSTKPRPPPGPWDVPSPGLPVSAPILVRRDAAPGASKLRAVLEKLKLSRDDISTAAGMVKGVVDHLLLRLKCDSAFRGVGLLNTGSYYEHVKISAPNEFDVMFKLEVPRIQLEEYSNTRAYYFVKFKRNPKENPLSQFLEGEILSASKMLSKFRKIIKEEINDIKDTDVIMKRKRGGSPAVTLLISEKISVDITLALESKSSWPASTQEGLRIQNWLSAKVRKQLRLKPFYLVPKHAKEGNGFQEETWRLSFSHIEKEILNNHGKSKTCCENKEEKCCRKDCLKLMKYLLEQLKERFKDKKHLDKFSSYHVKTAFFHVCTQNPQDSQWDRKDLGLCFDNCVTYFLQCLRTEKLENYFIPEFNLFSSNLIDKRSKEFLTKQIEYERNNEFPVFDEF
# NPYLR7 agonist – mosquito NPYLR7 agonism. HEK293T NPYLR7/Galpha15, GCaMP6s calcium fluorescence. activation, % at 10 µM. 270,000 compounds, 0.15% hits; in the data active = activation above about 40%;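 also: 0% = vehicle and 100% = reference agonist at the receptor; some compounds past the cut are filed as inactive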
# mcGAS inh – inhibitors of mouse cGAS. Q8C6L5. inhibition, % at 12.5 µM. recombinant cGAS, Kinase-Glo ATP depletion luminescence. 160,000 compounds, 0.15% hits;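 also: 0% = negative control wells and 100% = reference inhibitor with no enzyme activity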
# * = called active by the depositor; . = no result given; & = joins results of further samples. Rule as the data show it, unless noted: active = inhibition above about 40%; inactive = the rest.
SMILES,hcGAS lum,NPYLR7 agonist,mcGAS inh
CC1(C(=O)NC2CCN(Cc3ccccc3)CC2)CCN1CCc1ccccc1 (stereo unspecified),-11,6,.
CCN1CCC2(CC1)CC1CC3C=CC1(CN2C(C)=O)O3 (stereo unspecified),-7,-1,-3
CCOc1ccccc1NC(=O)N(Cc1ccc(OC)c(OS(=O)(=O)c2cccc(C(F)(F)F)c2)c1)CC(C)C,-6,10,-3
Cn1cc(CC(=O)NCc2cc(-c3ccco3)on2)c2ccccc21,-4,-1,.
COCc1ccccc1CNc1ccc(S(=O)(=O)N(C(C)C)C(C)C)cn1,-6,3,.
CC(=O)NCC1CCN(Cc2cccc(-n3nc(C)cc3C)c2)C1 (stereo unspecified),-7,3,.
COc1ccc(NC(C)(C)C(=O)NCc2ccc3[nH]c(C)c(C)c3c2)cc1,-4,.,-10
CN(CC(=O)Nc1ccc(OC(F)(F)F)cc1)C(=O)CC(C(=O)N1CCOCC1)n1ccnc1 (stereo unspecified),-4,4,.
CCOC(=O)c1nc2ccccc2nc1N1CCCN(S(=O)(=O)c2cc(Cl)cc(Cl)c2)CC1,5,5,1
CCC(C)Nc1nc2c(c(=O)n(C)c(=O)n2C)n1CCCc1ccccc1 (stereo unspecified),-4,1,.
CCCCCC(C)NC(=O)c1cncn1-c1ccc(-c2cc(C)cc(C)c2)cc1 (stereo unspecified),-4,16,-5
O=C1Nc2cc(Cl)ccc2Oc2ccc(NS(=O)(=O)CBr)cc21,1,10,.
C#CCCC(=O)N1CCC(n2cnc3cc(C(F)(F)F)ccc32)CC1,-9,.,-6
Cc1cc(CC(=O)N2CCNCC2C(=O)N2CCN(C)CC2)on1 (stereo unspecified),-4,5,-12
O=c1cc(CN2CCCCCC2)nc2sccn12,-3,21,-7
CCOC(=O)c1c(C)[nH]c(C(=O)CN2C(=O)C(=O)N(CC(C)C)C2=O)c1C,0,-3,.
Cc1ccc(-c2nn3c(=S)[nH]nc3c3ccccc23)cc1,-6,2,.
CCOC(=O)c1ccc2c(c1)nc(SCc1ccc(I)cc1)n2Cc1ccccc1,-7,-5,-7
CCn1cc(CN2CCC(Oc3cccc(C(=O)NCCc4ccccc4)c3)CC2)cn1,-3,13,.
COCc1cc(CN2CCC(N3CCCC3=O)CC2)ccc1OC,-1,3,.
O=C(CN(CCCN1CCOCC1)C(=O)c1ccc(Cl)cc1)N(Cc1ccc(F)cc1)Cc1ccco1,-17,-5,-7
Clc1ccc2c(Cl)c3c(nc2c1)CCCC3,3,-2,.
CCOc1cc(/C=C2/C(=N)N3N=C(c4ccccc4C)SC3=NC2=O)ccc1OS(C)(=O)=O,6,-1,.
O=C(c1cccc(F)c1)N(CC(=O)N1CCc2sccc2C1COc1ccccc1F)CC1CCCO1 (stereo unspecified),-2,-3,0
Cc1cccc(-n2nc(C(=O)NCCc3ccccn3)c(=O)n(Cc3ccccc3F)c2=O)c1,-5,12,-6
COc1cccc(-n2cc(CN(C)Cc3cc(C)c(C)o3)cn2)c1,0,5,.
Cc1nc(SCCO)n[nH]1,3,2,.
COC(=O)c1ccc(CSc2nnc(Cc3ccccc3)n2-c2ccccc2OC)o1,7,-1,1
C[C@@H]1CN(Cc2ccc3c(c2)CN(C(=O)c2ccc(Oc4ccccc4)o2)CCO3)C[C@H](C)O1,-10&-8,14&17,-12
CCOc1ccccc1CN(CC)C(=O)c1ccccc1-n1cncn1,-9,0,.
O=c1[nH]c2ccc(N=Cc3c(F)c(F)c(F)c(F)c3F)cc2[nH]1,-2,1,-3
Cn1ccnc1-c1nccn1CC(c1ccc(F)cc1)N1CCCCC1 (stereo unspecified),-4,5,.
CCN(CC(=O)Nc1c(C)cc(C)cc1Cl)Cc1cccs1,-9,2,.
COc1ccc(CCOC(=O)C2CCCCN2C(=O)c2c(-c3c(F)cccc3Cl)noc2C)cc1OC (stereo unspecified),-5,2,-4
Cc1cc(Oc2cnn(C)c(=O)c2Nc2ccc(C(=O)NCc3ccncc3)cc2)ccc1Cl,-6,-8,-3
NC(=O)CN(Cc1ccco1)Cc1ccco1,0,-3,.
COc1cccc(-c2cc(C(=O)N(C)CCc3ccc(OC)c(OC)c3)n(-c3cccc(Cl)c3)n2)c1,16,-2,2
CCOC(=O)N1CCN(C(=O)c2sc(NS(=O)(=O)c3ccccc3)nc2C)CC1,-4,8,.
CCOC(=O)c1cc(-c2ccc(N3CCN(C(=O)C4CCCCC4)CC3)cc2)n(-c2ccccc2Cl)n1,-5,5,-6
O=C(COC(=O)c1cccc(O)c1)c1ccc2c(c1)OCO2,-11,7,.
COCc1ccc(CN2CCN(Cc3ccc(OC)c(C)c3C)C(CCO)C2)o1 (stereo unspecified),-5,11,-8
CCOC(=O)C1(C)CCCCN1C(=O)c1cccc(C(F)(F)F)c1 (stereo unspecified),-6,4,.
CCOc1ccccc1N1CCN(C(=O)CSc2nc(Cl)cc(N3CCN(C(=O)C4CCCC4)CC3)n2)CC1,-3,-14,-3
CCn1ncnc1CN1CCCC2(CCN(C(=O)OCC(C)(C)C)C2)C1 (stereo unspecified),-2,17,-10
CN(C)C(=O)c1ccc(NCc2ccc(Cl)cc2)cc1,-7,2,-1
O=C(NC1CCCCC1)N1CCCN(c2nc(Cc3ccccc3)nc3onc(-c4ccccc4)c23)CC1,-1,18,-6
COc1ccc(N(C)S(=O)(=O)c2ccc(OC)c(N3CCN(C(=O)COC(C)=O)CC3)c2)cc1,3,14,-7
CC(=O)CC1(O)C(=O)N(CCOc2ccccc2Cl)c2ccccc21 (stereo unspecified),-9,-5,.
Cc1cc2nc(-c3cccs3)cc(-c3nnc(SCc4c(F)ccc(C)c4Cl)n3C(C)C)c2cc1C,-5,0,-6
CCc1cccc2c(C(CC(=O)N3CCN(c4cccc(C(F)(F)F)c4)CC3)c3cccc(F)c3)c[nH]c12 (stereo unspecified),-6,1,-6
CCOc1ccc(NC(=O)N2CCc3cc(OC)c(OC)cc3C2c2ccccc2)cc1 (stereo unspecified),-7,23,-9
O=C(CCC1CCN(C(=O)NC2CCS(=O)(=O)C2)CC1)NCc1ccc(F)cc1 (stereo unspecified),-12,7,.
COc1cc(C)c(C)cc1S(=O)(=O)Nc1ccc(-c2ccc(N3CCOCC3)nn2)cc1,0,-1,-6
NS(=O)(=O)c1cccc(NC(=O)CN2CCC(Cc3ccccc3)CC2)c1,-1,5,.
COc1cc(OC)c2[nH]c(C(=O)N(C)C(C)c3ccc(F)c(F)c3)cc2c1 (stereo unspecified),-7,6,.
COc1cc2c(cc1OC)C1CN(C(=O)c3cc(F)ccc3Cl)CC(=O)N1CC2 (stereo unspecified),-4,-3,-5
O=C(C1=COCCO1)N(CCn1cccn1)c1nc2c(Cl)cccc2s1,5,-13,2
C=C(C)Cn1c(N2CCN(Cc3ccc(F)cc3)CC2)nc2c1c(=O)[nH]c(=O)n2C,-10,-9,.
Cc1cccc(CSc2nc3c(c(=O)n2-c2ccccc2)SCC3)c1,-3,-1,.
O=C(CSc1nnc(-c2cccs2)n1C1CC1)NC1CC1,-2,1,-5
# (further entries)
SMILES,hcGAS lum,NPYLR7 agonist,mcGAS inh
OCc1cc(-c2ccc3ccccc3n2)ccc1F,-1,1,-11
Cc1ccc(-c2cc(=O)n(CC(=O)N(Cc3ccccc3)c3ccccc3)cn2)cc1,-2,-5,.
CCS(=O)(=O)c1nc(S(=O)(=O)c2ccc(C)cc2)c(NCC(C)C)s1,-7,3,.
CCc1cc(N2CCCCC2C)nc(SCc2ccc(C(=O)NCc3ccccn3)cc2)n1 (stereo unspecified),-2,.,-4
COc1cc(OC)nc(NC(=O)Nc2cccc(Cl)c2)n1,-7,-7,-5
O=S(=O)(Nc1ccccc1)N1CCCCC1,-6,17,-3
CCOC(=O)C1CCN(C(=O)CC(c2ccc(Cl)cc2)c2c[nH]c3c(CC)cccc23)CC1 (stereo unspecified),-5,6,-3
CN(Cc1ccc2c(c1)OCCO2)C(=O)CNC(=O)c1ccc(C(F)(F)F)cc1,-2,0,-1
CCCn1nnc(NC(=O)C=Cc2ccco2)n1,-5,0,-6
C=CCN(CC(=O)N1CCc2sccc2C1c1ccc(Cl)cc1Cl)C(=O)CCC(=O)OCC (stereo unspecified),-5,-8,-3
CSc1ccc(CN2CCC2(C)C(=O)Nc2ccccc2Cc2ccccc2)cc1 (stereo unspecified),-9,1,.
COCc1cc(C)nc(N/N=C\c2ccccc2OCc2ccc(Cl)cc2Cl)c1C#N,-3,1,-4
CCS(=O)(=O)Oc1cc(CN(C(=O)Nc2ccc(Cl)cc2)C(C)C)ccc1OC,-7,-5,-4
Cn1c(-c2ccc(-c3nccn3CCn3cccn3)o2)nc2ccccc21,-8,6,.
COc1ccc(CCN(Cc2ccco2)C(=O)CN(C(=O)Nc2ccc(C)c(C)c2)C(C)C)cc1OC,-4,-4,-5

# Part of the list above in order of formula weight, ascending.
SMILES,hcGAS lum,NPYLR7 agonist,mcGAS inh
O=S(=O)(Nc1ccccc1)N1CCCCC1,-6,17,-3
CCCn1nnc(NC(=O)C=Cc2ccco2)n1,-5,0,-6
OCc1cc(-c2ccc3ccccc3n2)ccc1F,-1,1,-11
COc1cc(OC)nc(NC(=O)Nc2cccc(Cl)c2)n1,-7,-7,-5
O=C(CSc1nnc(-c2cccs2)n1C1CC1)NC1CC1,-2,1,-5
CCS(=O)(=O)c1nc(S(=O)(=O)c2ccc(C)cc2)c(NCC(C)C)s1,-7,3,.
CN(Cc1ccc2c(c1)OCCO2)C(=O)CNC(=O)c1ccc(C(F)(F)F)cc1,-2,0,-1
Cc1ccc(-c2cc(=O)n(CC(=O)N(Cc3ccccc3)c3ccccc3)cn2)cc1,-2,-5,.
CSc1ccc(CN2CCC2(C)C(=O)Nc2ccccc2Cc2ccccc2)cc1 (stereo unspecified),-9,1,.
CCS(=O)(=O)Oc1cc(CN(C(=O)Nc2ccc(Cl)cc2)C(C)C)ccc1OC,-7,-5,-4
COCc1cc(C)nc(N/N=C\c2ccccc2OCc2ccc(Cl)cc2Cl)c1C#N,-3,1,-4
CCc1cc(N2CCCCC2C)nc(SCc2ccc(C(=O)NCc3ccccn3)cc2)n1 (stereo unspecified),-2,.,-4
COc1ccc(CCN(Cc2ccco2)C(=O)CN(C(=O)Nc2ccc(C)c(C)c2)C(C)C)cc1OC,-4,-4,-5
C=CCN(CC(=O)N1CCc2sccc2C1c1ccc(Cl)cc1Cl)C(=O)CCC(=O)OCC (stereo unspecified),-5,-8,-3

# Carrying on.
SMILES,hcGAS lum,NPYLR7 agonist,mcGAS inh
CC12CN3CC(C)(CN(C1)C3c1ccc(Cl)cc1Cl)C2O (stereo unspecified),-1,2,.
CC(C)(C)CC(C)(C)Nc1c(-c2cccc(Cl)c2)nc2ccc(Cl)cn12,-3&3,7&12,-6&-2
O=c1[nH]cnc2cc(N3CCOCC3)c([N+](=O)[O-])cc12,-8,-3,-6
O=C(Nc1nc(-c2ccco2)c(-c2ccco2)s1)C1CC(=O)N(C2CCCC2)C1 (stereo unspecified),-5,2,.
Cc1nc(C)c(Cc2nc(CC(=O)Nc3ccccc3)no2)c(=O)[nH]1,-3,-1,.
O=C(O)[C@H]1C[C@@H](C(=O)NC2CC2)CN(C(=O)c2cccc(Cl)c2Cl)C1,-2,3,.
Cc1cccc(CN2CCOC(CCCC(C)C)C2)n1 (stereo unspecified),-6,-3,-11
CCCNC(=O)N(Cc1nccn1Cc1c(F)cccc1Cl)C1CC1,-2,5,-4
C=CCn1cc(CN2CCN(c3cc(N4CCCC4)nc(N)n3)CC2)cn1,-1,15,.
CN(C)CCN(Cc1ccccc1)c1nc(-c2cc(Cl)cc(Cl)c2)nc2ccccc12,-2,0,-4
O=C(c1ccc(C(F)(F)F)c(F)c1)N1CCN(c2nccc(-c3ccc(-n4ccnc4)cc3)n2)CC1,-4,20,-3
CCNc1sc2c(O)cc(=O)[nH]c2c1C#N,-4,3,13
CC(NC(=O)c1ccccc1N(C)c1ccccc1)C1CCCO1 (stereo unspecified),-18,3,-6
Cc1ccccc1C(=O)OCc1cc(-c2ccc3c(c2)OCO3)on1,-3,-2,.
CCc1nc2ccc(C(=O)Nc3cccc(NS(C)(=O)=O)c3)cn2c1N(CC)Cc1cccc(Br)c1,-6,14,-2
CCOC(=O)CCC(=O)N(CC(=O)N(CCc1c[nH]c2ccccc12)Cc1ccc(OC)c(OC)c1)CC(C)C,-14,.,-6
CSc1nnc2nc(C)cc(C)n12,9,1,.
COc1ccc(CNC(=O)c2cncn2-c2cccc(-c3ccc(OC)c(OC)c3)c2)c(OC)c1,-8,4,-6
Cc1ccccc1NCc1ccc(C(=O)OCC(=O)C(C)(C)C)cc1,-9,8,.
Cc1c(O)cccc1C(=O)NCc1cccnc1N(C)C1CCCCC1,2,-5,.
CC(C)c1cccc(-c2cc(NCc3cccnc3)nc3[nH]ccc23)n1,-3,0,.
COCCOCC(=O)N1CCN(c2c3c(nc4ncnn24)CCCC3)CC1,-4,.,-7
CC(C)NC(=O)[C@@]1(OCc2ccccc2F)CC(OCC2CC2)[C@@H]2OC(C)(C)O[C@@H]2C1 (stereo partly specified),-5,18,-7
CCOC(=O)N1CCC(N2CCCC(CCC(=O)Nc3ccc(OC)c(Cl)c3)C2)CC1 (stereo unspecified),-8,14,-11
COc1ccc(C)cc1CN(C)CCC(=O)Nc1cccc(F)c1,-8,1,.
Nc1cccc(-c2cccc(C(=O)O)c2)n1,-5,2,.
COc1ccc2[nH]c3c(c2c1)CCN(C(=O)c1cc(-c2ccc(Cl)cc2)oc1C)C3c1ccc(COC(C)=O)o1 (stereo unspecified),-5,22,-6
CNC(=O)Cn1cc(NC(=O)c2cccc(CN3CC=CCC3)c2)cn1,4,0,-2
O=C(c1ccc(C2CCCN2)s1)N(Cc1ccccc1)Cc1nccs1 (stereo unspecified),3,6,-11
CCNC(=O)CC(c1ccccc1)c1ccc(Cl)cc1 (stereo unspecified),-9,1,.

# Single records, as listed above. Order of values: hcGAS lum, NPYLR7 agonist, mcGAS inh
# `Cc1c(O)cccc1C(=O)NCc1cccnc1N(C)C1CCCCC1` in the list: 2, -5, .
# `COc1ccc(C)cc1CN(C)CCC(=O)Nc1cccc(F)c1` in the list: -8, 1, .
